Compound activity from PubChem.
MEKK2mut PB1 HTS = signal of MEK5 binding to mutant human MEKK2 PB1 domain; 0.35% of 290,000 active; percent response, % at 10 µM; bead flow cytometry, Alexa488-MEK5 binding to MEKK2 mutant; AID 1530; in the data active = percent response above about 24%, passing the limit was not always enough; note: inactives centre near 1; some results filed as inactive read as strong as hits; reference of the scale not given here
PfM18AAP inh = blocks P. falciparum M18 aspartyl aminopeptidase; 1.2% of 290,000 active; inhibition, % at 7.35 µM; recombinant PfM18AAP, H-Glu-NHMec fluorogenic cleavage;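 active = inhibition above the campaign mean inhibition over all tested compounds plus 3 SD, cut at about 28% in these data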;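 note: 0% = plate median of test compound wells and 100% = 2 mM ZnCl2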
MEKK2wt PB1 HTS = raises or lowers MEK5 binding to wildtype human MEKK2 PB1 domain; bead flow cytometry, Alexa488-MEK5 binding to MEKK2 WT; actives lie on both sides; Q9Y2U5; AID 1531; 1.1% of 290,000 active; binding response (% of control), % at 10 µM; in the data active = binding response below about 67% or above about 130%
NALP1 yeast inh = inhibitors of NALP1 inflammasome in yeast. 0.61% of 280,000 active. S. cerevisiae NALP1/ASC/caspase-1 growth, X-gal OD620, 72 h. inhibition, % at 10 µM; in the data active = inhibition mostly above about 24%, no sharp cut-off; inactive = mostly below about 32%; note: some compounds called inactive have numbers as strong as hits
IDE act = IDE (human) activation, cell-based; activation, % at 5.96 µM; HEK cells, FAbeta-B cleavage, fluorescence polarization; 0% vehicle, 100% cell-free pure enzyme wells; 0.073% of 340,000 active; P14735;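 active = activation above the mean of all tested compounds plus 3 SD, set per screening campaign, cut at about 17% in these data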
IDE cell inh = inhibitors of human insulin-degrading enzyme in cells | P14735 | HEK cells, FAbetaB cleavage, fluorescence polarization | inhibition, % at 5.59 µM | 0.41% of 320,000 active;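 active = percent inhibition above the average of all tested compounds plus 3 SD, set per screening campaign, cut at about 16% in these data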;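 note: IDE supplied by intact live HEK cells; FP after avidin binding of uncleaved biotin substrate so inhibition keeps polarization high; 0% = DMSO wells and 100% = 60 µM reference IDE inhibitor Ii1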
UBC9 SUMO inh = inhibitors of human SUMOylation (UBC9); HTRF SUMOylation assay, SAE1/SAE2 + UBC9, in vitro; inhibition, % at 35 µM; 0.36% of 290,000 active; in the data active = inhibition above about 50%, passing the limit was not always enough; note: strong numbers were not always called active
Target sequence (P63279 whole entry, looked up): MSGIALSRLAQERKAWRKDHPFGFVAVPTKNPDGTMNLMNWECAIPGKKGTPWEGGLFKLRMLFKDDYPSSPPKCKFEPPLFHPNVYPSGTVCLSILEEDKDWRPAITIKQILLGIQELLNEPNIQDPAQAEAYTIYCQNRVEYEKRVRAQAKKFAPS
MEKK3 PB1 HTS = MEKK3-MEK5 PB1 interaction, increase or decrease; AID 1529; binding response (% of control), % at 10 µM; 1.4% of 290,000 active; bead-based flow cytometry, Alexa488-MEK5 binding to MEKK3; actives lie on both sides; 0 = blocked by unlabeled MEK5, 100 = vehicle;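 active = binding response more than 3 SD above or below the average of its plate-row segment, actives on both sides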;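 note: Alexa488 bead fluorescence after subtracting the streptavidin-only scavenger bead signal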
Target sequence (Q99759 whole entry, looked up): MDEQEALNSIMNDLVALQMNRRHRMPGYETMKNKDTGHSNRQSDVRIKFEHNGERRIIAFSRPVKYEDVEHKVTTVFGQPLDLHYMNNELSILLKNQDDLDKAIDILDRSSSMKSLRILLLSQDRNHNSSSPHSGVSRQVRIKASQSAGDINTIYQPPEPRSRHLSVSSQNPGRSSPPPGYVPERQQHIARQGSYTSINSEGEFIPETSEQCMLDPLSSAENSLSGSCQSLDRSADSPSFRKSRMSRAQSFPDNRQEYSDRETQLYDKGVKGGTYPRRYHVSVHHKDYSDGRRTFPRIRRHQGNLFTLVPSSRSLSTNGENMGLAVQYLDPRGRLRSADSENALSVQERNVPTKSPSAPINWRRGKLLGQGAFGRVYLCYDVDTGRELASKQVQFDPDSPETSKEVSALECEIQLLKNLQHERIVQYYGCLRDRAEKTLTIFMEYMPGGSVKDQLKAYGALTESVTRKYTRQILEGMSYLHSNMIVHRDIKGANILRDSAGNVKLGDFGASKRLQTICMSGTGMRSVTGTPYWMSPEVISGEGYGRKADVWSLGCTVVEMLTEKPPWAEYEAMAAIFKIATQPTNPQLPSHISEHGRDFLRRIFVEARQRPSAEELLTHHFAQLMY
p-CIP stab down = p/CIP protein destabilization. F442A p/CIP-EGFP cells, EGFP fluorescence, 16 h. decrease of EGFP signal, % at 10 µM. 0.01% of 290,000 active;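 active = EGFP signal decrease of at least 30% at 10 µM or well 3 SD below plate mean, unless failing retest; inactive = the rest, including hits failing retest or dose response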; note: some compounds called inactive have numbers as strong as hits; many of its hits are not listed in these tables
Active calls of the source: *; / = no result given. Not all compounds are listed; the hit share may differ from the screen's.

Values run as follows: p-CIP stab down	MEKK2mut PB1 HTS	IDE cell inh	UBC9 SUMO inh	IDE act	MEKK2wt PB1 HTS	NALP1 yeast inh	MEKK3 PB1 HTS	PfM18AAP inh
COc1cc(CNc2ncc(-c3ccc(Br)cc3)n2C)cc(OC)c1OC
→ -1	9	2	-2	-5	111	10	103	19
COc1ccc(S(=O)(=O)N2CCCN(CCC(=O)Nc3cccc(C(F)(F)F)c3)CC2)cc1
→ -17	/	8	14	5	/	4	/	3
O=c1cc(CN2CCc3ccccc3C2)nc2sccn12
→ -7	-3	3	-3	2	98	4	99	0
CCN(Cc1ccncc1)Cc1nc(Cc2ccccc2Cl)no1
→ -9	6	1	0	1	102	-10	94	4
O=C(Cn1cnc2c(nnn2Cc2ccc(Cl)cc2)c1=O)N1CCN(c2ccccc2)CC1
→ 8	7	5	6	-11	87	0	110	-4
Cc1ccc(NC(=O)NC(=O)COc2ccc(Cl)cc2Cl)c(C)c1
→ -5	24	-2	7	-6	107	25	105	-11
O=C(COC(=O)CC12CC3CC(CC(Br)(C3)C1)C2)NC(=O)NCc1ccco1
→ -14	4	-2	-4	-1	103	-3	107	-5
CCn1cc(C(=O)NCC2CCCO2)c(=O)c2cc(S(=O)(=O)N(C)C3CCCCC3)ccc21 (stereo unspecified)
→ -16	0	0	-4	0	99	21	100	3
CC(C)COc1ccc(C(=O)NC(CC(C)C)C(=O)O)cc1 (stereo unspecified)
→ -4	4	-6	19	5	101	8	99	6
CCCn1c(C)cc(/C=C(\C#N)C(=O)OCC(=O)NC(=O)NC(C)(C)C)c1C
→ 2	-1	-2	-10	-6	96	25	101	-1
C=CCNc1nc(-c2c(C)nc3ncccn23)cs1
→ 1	3	1	32	-1	104	18	99	5
COc1ccc(CC(=O)NNc2ncnc3c2cnn3-c2ccccc2)cc1
→ -2	0	3	8	4	103	15	136*	5
C=CCn1c(SCC(=O)N2CCN(c3ccccc3)CC2)nnc1-c1ccco1
→ -6	-1	-3	21	-6	97	0	96	7
Cc1cc(S(=O)(=O)NCc2ccc3c(c2)OCO3)ccc1F
→ -8	-6	-1	7	-2	99	14	98	2
CCOc1ccc(NC(=O)c2cc(Cl)nc3ccccc23)cc1
→ 15	-2	2	45	6	97	29	99	-9
CN1CCN(c2ccc(Cl)cc2NC(=O)c2ccc([N+](=O)[O-])cc2)CC1
→ 8	3	-6	6	6	120	/	106	2
Cc1nc(N)sc1C(=O)N/N=C/c1c[nH]c2ccccc12
→ -20	6	4	-18	2	105	-14	104	10
O=C(O)C1Sc2[nH]c(=O)sc2C2c3cc(Br)ccc3OC(=O)C12 (stereo unspecified)
→ -18	-11	4	24	-4	90	/	95	13
CC(C)Oc1cccc(C(=O)NC(=S)Nc2ccccc2N2CCOCC2)c1
→ -7	5	1	-11	2	103	15	104	-13
CN1CCN(C(=S)C(=O)Nc2ccccc2)CC1
→ -15	-3	-9	-5	5	101	-1	99	-7
CCC(=O)OCCCCCCOc1ccc(C(=O)O)cc1
→ -5	5	1	8	3	113	40	119	-14
Brc1cc2c(cc1/C=N/Nc1nc3ccccc3s1)OCO2
→ -9	1	0	12	12	101	-7	103	-4
Cc1ccc(CCNS(=O)(=O)c2ccc3c(c2)NC(=O)C(C)C(=O)N3)cc1 (stereo unspecified)
→ -20	1	6	-5	-1	96	-8	102	-2
O=C(NCCN1CCOCC1)c1ccncc1
→ 0	-1	3	1	3	96	8	98	0
CC(C)NC(=O)CN(Cc1ccc2c(c1)OCO2)C(=O)CCC(=O)Nc1ccccn1
→ 2	5	3	2	0	96	2	99	-3
Cc1ccc(S(=O)(=O)N2CCN(CC(=O)N3CCOCC3)CC2)cc1
→ -12	-4	-3	11	0	99	19	99	3
O=C(Nc1ccc(NC(=O)C2CCCCC2)nc1)c1ccco1
→ 2	2	0	0	-4	103	0	106	11
CCc1cccc(NC(=S)N2CCC(c3ccccc3)C2)c1 (stereo unspecified)
→ 17	3	1	6	3	102	13	102	3
O=S(=O)(Nc1cccc(-n2cnnn2)c1)c1cnc(Cl)c(Cl)c1
→ -11	14	1	6	4	103	-16	102	3
CCOC(=O)c1c(C)[nH]c(C(=O)COC(=O)CN2C(=O)C3CCCCC3C2=O)c1C (stereo unspecified)
→ 2	-9	5	0	1	89	13	95	8
N#Cc1c(C(F)(F)F)cc(=O)n2c1[nH]c1ccccc12
→ 2	3	/	24	-1	103	6	102	-3
O=C(COC(=O)c1cc(NS(=O)(=O)c2cccs2)ccc1O)Nc1ccccc1
→ -16	-18	-4	16	4	88	/	89	8
COc1cc2[nH]c3c(=O)n(CCN(C(C)C)C(C)C)cnc3c2cc1OC
→ 5	3	-3	17	0	109	-25	105	-3
O=C1/C(=C/c2ccc(O)c([N+](=O)[O-])c2)SC(=S)N1Cc1ccccc1
→ -16	-4	-2	50	3	90	2	92	5
CCCS(=O)(=O)C(=C(Nc1ccccc1)Nc1ccccc1)S(=O)(=O)CCC
→ 2	6	-2	1	7	108	17	105	-2
O=C(CCCN1C(=O)S/C(=C/C=C/c2ccccc2)C1=O)Nc1ccc(C(=O)O)cc1
→ -7	1	5	0	-1	96	-2	103	3
CCN1CCc2c(OCC(=O)N3CCC(C)CC3)cccc2C1=O
→ -6	1	1	8	4	116	-3	117	4
CN(C)S(=O)(=O)c1ccc(Cl)c(NC(=O)COC(=O)c2cc(-c3ccccc3)nc3ccccc23)c1
→ 1	0	5	-9	-1	103	24	106	-4
Cc1ccc(NC(=O)C(=O)NNC(=O)c2ccccc2C)cc1Cl
→ -9	/	3	16	2	/	7	/	4
CC(C)CN1C(=O)c2ccc(C(=O)Nc3nccs3)cc2C1=O
→ 2	/	-1	-8	7	/	19	/	-1

Given with the structure last: part of the list above.
p-CIP stab down	MEKK2mut PB1 HTS	IDE cell inh	UBC9 SUMO inh	IDE act	MEKK2wt PB1 HTS	NALP1 yeast inh	MEKK3 PB1 HTS	PfM18AAP inh	SMILES
5	3	-3	17	0	109	-25	105	-3	COc1cc2[nH]c3c(=O)n(CCN(C(C)C)C(C)C)cnc3c2cc1OC
1	0	5	-9	-1	103	24	106	-4	CN(C)S(=O)(=O)c1ccc(Cl)c(NC(=O)COC(=O)c2cc(-c3ccccc3)nc3ccccc23)c1

Continuation.
Values run as follows: p-CIP stab down	MEKK2mut PB1 HTS	IDE cell inh	UBC9 SUMO inh	IDE act	MEKK2wt PB1 HTS	NALP1 yeast inh	MEKK3 PB1 HTS	PfM18AAP inh
COC(=O)C1=CN(C(C)c2ccccc2)C=C(C(=O)OC)C1c1cc(OC)c(OC)c(OC)c1 (stereo unspecified)
→ 1	0	-1	5	5	104	7	109	-6
O=C1Cc2ccccc2C(=O)N1c1ccc(F)cc1Cl
→ -13	-2	0	13	-2	99	8	99	1
COc1ccc(C)cc1Nc1n[n+](-c2ccccc2)c(-c2cc(OC)c(OC)cc2Br)s1
→ -6	26*	4	0	0	134*	28	103	-3
CC1SC(c2cccc(Cl)c2)NC1=O (stereo unspecified)
→ -13	0	-6	20	2	99	20	100	-16
Cc1ccc(NC(=O)c2ccc(CSc3ccccn3)cc2)cc1
→ -4	6	2	22	0	103	0	102	5
COc1cc(/C=C(\C#N)C(=O)Nc2ccc3c(c2)OCCO3)ccc1O
→ -16	-27	16	10	-37	79	/	88	8
COc1ccc(N/N=C/c2c(C(=O)O)ccc3ccccc23)cc1
→ -16	-2	3	7	-17	101	/	109	-7
CCCCCN(C(=O)CCC(=O)OCC(=O)NCc1ccc(OC)cc1)c1c(N)n(CCCC)c(=O)[nH]c1=O
→ -9	4	-3	18	7	103	12	101	-8
CCCC(=O)NC(NC1CCS(=O)(=O)C1)C(Cl)(Cl)Cl (stereo unspecified)
→ -17	-13	3	22	6	84	6	91	1
Cc1cc(=O)oc(C)c1C(=O)Nc1ccccc1F
→ -3	4	6	9	5	103	-10	97	0
CN1CCN(c2ccc(NC(=O)c3ccc(-c4ccc(Cl)cc4)o3)cc2)CC1
→ -3	43*	10	18	-3	171*	31	108	0
CC(C(=O)NNS(=O)(=O)c1cccc(C(F)(F)F)c1)n1nnc(N2CCOCC2)n1 (stereo unspecified)
→ 1	2	2	-2	4	103	11	105	3
CC1C(c2ccccc2)N(C)C(c2ccccc2)C(C)C1(O)C#Cc1ccccc1 (stereo unspecified)
→ -1	-3	5	-31	4	96	/	79	-3
C/C(CC(=O)NCc1ccco1)=N\NC(=O)c1ccc(Cl)cc1Cl
→ 1	-1	2	-18	5	100	8	101	-7
O=C(O)CC/C(=C\c1ccc(N2CCCC2)c([N+](=O)[O-])c1)c1nc2ccccc2s1
→ 0	-7	-1	31	2	89	-18	102	-2
Cc1ccn(CC(=O)N2CCCC(N3CCN(c4cccc(Cl)c4)CC3)C2)n1 (stereo unspecified)
→ 9	0	3	7	3	104	9	99	-1
Cn1nc(-c2ccc(OCC(=O)Nc3cccnc3)cc2)c2ccccc2c1=O
→ -9	2	13	-13	-2	110	31	110	-11
O=C(Oc1cc(Cl)cc(Cl)c1)c1cnc2n(c1=O)CCS2
→ -12	-1	3	7	5	99	-8	105	4
Cc1cc(NC(=O)CSc2nncn2N)no1
→ 10	6	-5	-4	2	114	-1	103	-4
COc1ccc(/C=N\Nc2ccccc2[N+](=O)[O-])c(C(=O)O)c1OC
→ -3	-6	2	11	-1	93	33	96	0
O=C1OC(C(=O)NCc2ccccc2)Cc2ccccc21 (stereo unspecified)
→ 8	-4	0	6	1	96	-7	101	0
COCCN(C(=O)CSc1nnc(C)n1-c1ccccc1)c1c(N)n(Cc2ccccc2)c(=O)[nH]c1=O
→ -8	-2	4	21	1	96	20	96	-9
C#Cc1cccc(-n2nnc(C(C)=O)c2C)c1
→ 4	-4	6	16	9	98	-7	97	-1
C=CCOc1ccc(/C=C(\C#N)C(=O)Nc2ccccn2)cc1OC
→ -11	11	4	1	5	101	7	97	6
O=[N+]([O-])c1ccc(/C=N/N2CCCCC2)cc1
→ 8	1	5	4	2	103	1	99	2
Cc1ccc(C(=O)c2c3ccc(N)cc3nn2CCC(N)=O)cc1
→ -6	1	2	84	-4	93	10	97	11
